From PubChem BioAssay
RMI-FANCM inh – RMI-FANCM interaction inhibition; 70,000 tested, 0.58% active; FP signal (polarization) at 33 µM; Fluorescence polarization, RMI core complex with F-MM2 peptide; stronger effect = lower value; in the data active = FP signal below about 40; note: inactives centre near 61; strong numbers were not always called active; unit not given here
Starred values were filed as active, the others as inactive; & = joins results of further samples. These rows are one share of the data; the hit share may differ from the screen's.

RMI-FANCM inh | canonical_smiles
64 | CCc1nnc(NC(=O)CCN2C(=O)c3ccccc3C2=O)s1
54 | COc1ccc(-c2ccc(NC(=O)c3c(OC)cccc3OC)cc2)nn1
66 | CC(C)S(=O)(=O)Nc1ccc2c(c1)N(C(=O)C1CC1)CC2
55 | COc1ccc(CCN2C(=O)CSC2=Nc2ccc(C(C)C)cc2)cc1OC
63 | Cc1cc(NC(=O)c2cccc3ccccc23)n(-c2nc3c(cnn3-c3ccc(F)cc3)c(=O)[nH]2)n1
60 | COC(=O)c1sc(OC)cc1OC(=O)c1cccs1
64 | Cc1cc(NC(=O)c2sc3ccccc3c2Cl)on1
65 | COc1ccc(C(=S)N2CCN(C(=S)Nc3ccc(Cl)cc3)CC2)cc1
82 | O=C(CSc1nnc(-c2cccc(Cl)c2)n1-c1ccccc1)c1cccc([N+](=O)[O-])c1
63 | CCOC(=O)c1c(NC(=O)/C=C/c2cccc([N+](=O)[O-])c2)sc(Cc2ccc3c(c2)OCO3)c1C
63 | O=C(c1ccc(Cl)c(Cl)c1)c1cc2cc(Cl)ccc2o1
64 | O=S(=O)(c1ccc(Br)cc1)N1CCCN(S(=O)(=O)c2ccc(Br)cc2)CC1
67 | CC(C)(C)C(=O)N1CCc2ccc(NS(=O)(=O)Cc3ccccc3)cc21
54 | O=C(Nc1ccc(Nc2ccc(-n3cccn3)nn2)cc1)c1cc2ccccc2oc1=O
63 | O=S(=O)(c1ccc(F)cc1)N1CCN(c2cnccn2)CC1
74 | COc1ccc2nc(-c3ccc(NC(=O)c4cc5ccccc5oc4=O)cc3)cn2n1
58 | Cc1csc(NC(=O)CSc2nnc(NC(=O)c3cccc([N+](=O)[O-])c3)s2)n1
57 | Cc1ccc(-n2cc(C(=O)NCC(C)C)nn2)cc1
57 | Cc1nn(-c2ccccc2)nc1C(=O)NC(=O)N1CCCC1
59 | Cc1ccc(S(=O)(=O)c2ccc(C)cc2)cc1
50 | COc1cccc(S(=O)(=O)NCc2ccc3c(c2)OCO3)c1
59 | Cc1nn(C(C)(C)C)c(OC(=O)c2ccccc2Br)c1Sc1ccc(Cl)cc1
61 | CN(C(=O)c1ccc(=O)n(Cc2cccc(F)c2)n1)C1CCCCC1
63 | COCc1ccc(C(=O)Nc2cc(C)nc3ccc(Br)cc23)o1
62 | CC(=O)c1sc(=S)n(CCc2ccc(Cl)cc2)c1C
71 | O=C(Cn1nc(-c2cccs2)c2sc(N3CCCCC3)nc2c1=O)Nc1ccc2c(c1)OCO2
61 | COCC(=O)NNC(=O)c1cccn(Cc2ccc(Cl)c(Cl)c2)c1=O
60 | COc1ccc(F)cc1S(=O)(=O)N1CCCC(c2nnc(C)s2)C1 (stereo unspecified)
54 | COc1ccc(Cl)cc1NC(=O)c1nnn(Cc2ccc(Cl)cc2)c1N
96 | CCS(=O)(=O)c1cccc(C(=O)Nc2sc3c(c2C(N)=O)CCCCC3)c1

Next section; it opens with the 5 that closed the last part.
RMI-FANCM inh | canonical_smiles
71 | O=C(Cn1nc(-c2cccs2)c2sc(N3CCCCC3)nc2c1=O)Nc1ccc2c(c1)OCO2
61 | COCC(=O)NNC(=O)c1cccn(Cc2ccc(Cl)c(Cl)c2)c1=O
60 | COc1ccc(F)cc1S(=O)(=O)N1CCCC(c2nnc(C)s2)C1 (stereo unspecified)
54 | COc1ccc(Cl)cc1NC(=O)c1nnn(Cc2ccc(Cl)cc2)c1N
96 | CCS(=O)(=O)c1cccc(C(=O)Nc2sc3c(c2C(N)=O)CCCCC3)c1
63 | CCOc1c(C)cc(S(=O)(=O)Nc2ccc3c(c2)CCC(=O)N3C)cc1C
79 | COc1ccc2c(C(F)(F)F)cc(SCC(=O)NCc3cccc(C)c3)nc2c1
60 | CC1=NN(C2CCS(=O)(=O)C2)C(=O)C1(Sc1ccccc1)Sc1ccccc1 (stereo unspecified)
63 | CCOC(=O)N1CCc2c(sc(NC(=O)c3ccccc3I)c2C#N)C1
52 | CN(C)C(CNC(=O)Cc1ccc(-c2ccccc2)cc1)c1ccccc1 (stereo unspecified)
58 | COc1ccccc1-c1csc(NC(=O)c2ccccc2Cl)n1
78 | Cc1nc2ccc(-n3c(C)ccc3C)cc2s1
67 | COCCNC(=O)c1c(NC(=O)c2ccc(OC)cc2)sc2ccccc2c1=O
125 | O=C(Cn1cc(-c2nnc(-c3ccccc3)o2)c2ccccc21)NCCc1ccccc1
51 | COC(=O)c1sccc1Oc1nccc(C(F)(F)F)n1
57 | O=C(Cc1cccs1)NC1C(=O)N2C(C(=O)[O-])=C(C[n+]3ccccc3)CSC12 (stereo unspecified)
73 | O=c1ccc2cc(S(=O)(=O)NCCCn3ccnc3)ccc2o1
59 | O=C1C(=O)N(CNc2ccccn2)c2ccccc21
59 | CC(C)(C)C(=O)Nc1nnc(SCC(=O)NCc2ccccc2Cl)s1
84 | O=c1c2ccccc2nc(SCc2nc(-c3cccs3)no2)n1Cc1ccc(F)cc1
75 | COc1ccc(OC)c(-c2ccc(=O)n(CCNC(=O)COc3ccc(C(=O)c4ccccc4)cc3)n2)c1
64 | COc1nc2ccccc2nc1N1CCC(C(N)=O)CC1
54 | Cn1c(SCc2cc(F)cc3c2OCOC3)nnc1C(F)(F)F
60 | COC(=O)C1=C(C)Nc2nc(SC)[nH]c(=O)c2C1c1ccc([N+](=O)[O-])cc1 (stereo unspecified)
115 | Cc1ccc(NC(=O)Cn2cnc3c(-c4ccccc4)csc3c2=O)cc1F
80 | CCN(CC)CCN(C(=O)/C=C/c1cccs1)c1nc2ccc(Cl)cc2s1
67 | Cc1ccc(C(=O)Nc2ccc3c(c2)C(=O)NCCO3)cc1C
70 | CCOC(=O)c1c(-c2ccc(C)s2)csc1NC(=O)c1ccco1
57 | CN(CCO)c1nc(NCc2ccccc2)c2cnn(C)c2n1
63 | CCN1C(=O)SC(Nc2ccc(OC)cc2)C1=O (stereo unspecified)
70 | CCOC(=O)c1scc(-c2ccc(C)cc2)c1S(=O)(=O)Nc1ccc(OC)c(Cl)c1
61 | CS(=O)(=O)NCc1ccc(-c2cccs2)cc1
54 | O=C(c1cccc(C(F)(F)F)c1)N1CCN(c2ccc(N3CCCCCC3)nn2)CC1
61 | COc1ccc(S(=O)(=O)NCCOc2ccccc2)cc1C
57 | CSc1cccc(NC(=O)C2CC(=O)N(c3ccccc3)C2)c1 (stereo unspecified)
50 | NC(=S)Nc1ccc(C(F)(F)F)cc1Cl
68 | CCOc1ccc(-c2ccc(=O)n(CCNC(=O)Nc3cc(Cl)ccc3OC)n2)cc1
81 | OC1(c2ccc3c(c2)OCCO3)CN(c2ccc(Br)cc2)C2=[N+]1CCCS2 (stereo unspecified)
58 | CSc1nnc(NC(=O)c2cccc3ccccc23)s1
104 | C#CCn1c(=NC(=O)C2CCCCC2)sc2cc(Br)ccc21
64 | O=C(NCC(c1ccsc1)N1CCOCC1)c1c(F)cccc1F (stereo unspecified)
54 | COc1ccc(N=c2scc(-c3ccc(OC)c(OC)c3)n2CCO)cc1
62 | Cc1ccc(-c2cnoc2NC(=O)CSc2nc3c(c(=O)[nH]2)CCCC3)cc1
48 | CC(N)=NCc1cccc(CN)c1
71 | O=C(Cn1c(C2CC2)nc2c(cnn2-c2ccccc2)c1=O)N1CCOCC1
64 | O=S(=O)(CCc1ccccc1)NCCN1CCN(c2ccccc2F)CC1
57 | CCOC(=O)c1cnc2c(-c3ccccc3)c(C)[nH]n2c1=O
64 | Cn1cccc1-c1cc(C(=O)N/N=C/c2cccc(Br)c2)[nH]n1
60 | CC(C)c1ccc(/C=C(\C#N)C(=O)Nc2ccc(N3CCCCC3)cc2)cc1
53 | COC(=O)c1cccc([N+](=O)[O-])c1NC(C)=O
69 | COc1cc(NC(=O)CSc2ncc(-c3cccc(Cl)c3)o2)cc(OC)c1OC
54 | COc1ccc(Cc2nnc(SCC(=O)NCc3ccc(C)cc3)n2-n2cccc2)cc1
114 | COc1ccc(-c2csc3ncnc(N4CCN(C(c5ccccc5)c5ccccc5)CC4)c23)cc1
59 | O=C(NC(=O)c1ccccc1)NC(F)(F)C(F)(F)C(F)(F)F
53 | CCOc1cccc2cc(-c3csc(NC(=O)c4ccc(C(C)=O)cc4)n3)oc12
50 | O=c1[nH]c2ccccc2c(O)c1C=NCc1ccccc1
53 | COc1ccc(S(=O)(=O)CCC(=O)Nc2cccc(-c3nc4ccccc4[nH]3)c2)cc1
65 | CCOc1cccc2cc(C(=O)Nc3c(C)nc4sc(C)c(C)n4c3=O)c(=O)oc12
56 | O=C(CSc1nc2ccccc2c(=O)n1-c1cccnc1)c1cccs1
56 | CN(C)NC(=O)c1ccsc1NC(=O)c1ccc(S(=O)(=O)N2CCCC2)cc1
59 | CCOC(=O)c1cnn(-c2nc(-c3ccc(C#N)cc3)cs2)c1C(F)(F)F
56 | Cc1ccc(Nc2nc(Nc3ccc4ncccc4c3)nc(N3CCOCC3)n2)cc1C
76 | O=C(NCC1CCN(Cc2ccccc2)CC1)C(=O)Nc1ccc2c(c1)OCCO2
62 | COc1cccc(NC(=O)CSc2nnc(-c3ccc(=O)n(C)c3)n2C)c1
59 | N#CC(C#N)=Cc1cccn1S(=O)(=O)c1ccc(F)cc1F

Three compounds out of the list above, sorted by their value in RMI-FANCM inh, high to low:
RMI-FANCM inh | canonical_smiles
73 | O=c1ccc2cc(S(=O)(=O)NCCCn3ccnc3)ccc2o1
63 | CCN1C(=O)SC(Nc2ccc(OC)cc2)C1=O (stereo unspecified)
57 | CN(CCO)c1nc(NCc2ccccc2)c2cnn(C)c2n1

Following part:
RMI-FANCM inh | canonical_smiles
82 | Cc1ccc(NC(=O)c2cc(-c3ccco3)nc3c2c(C)nn3C2CCS(=O)(=O)C2)cc1Cl (stereo unspecified)
56 | Cc1cc(C)c2c(N)c(-c3n[nH]c(=S)n3Cc3ccccc3)sc2n1
54 | CCOC(=O)c1ccc(S(=O)(=O)NCCOc2ccc(-c3ccc(F)cc3)nn2)cc1
62 | O=C(Cc1csc(Nc2ccccc2)n1)NCC1CCCCC1
53&62 | NCC(=O)CCC(=O)O
61 | CCOC(=O)CNC(=O)Cn1c(=O)c2c(N3CCN(C(=O)C4CC4)CC3)ccnc2n(C)c1=O
87 | CCCCOc1ccccc1-c1cc2c(SCC(=O)Nc3ccc(C)c(Cl)c3)nccn2n1
67 | CC(=O)Nc1ccc(C(=O)NCCNC(=O)Cc2cccs2)cc1
68 | COc1ccccc1OCC(=O)NCCn1ncc2c(=O)n(Cc3ccc(C)cc3)cnc21
71 | COC(=O)c1c(N)sc2c1CCN(C(C)=O)C2
83 | COc1ccc(S(=O)(=O)Cc2nc(-c3cccc(C)c3)no2)cc1Cl
62 | O=C(CC1CSc2nc3c(c(=O)n21)CCCC3)NCc1cccnc1 (stereo unspecified)
78 | Cc1ccc(/C=C/S(=O)(=O)N2CCN(c3ccc(-c4ccncc4)nn3)CC2)cc1
65 | CSc1ccc(C=Nc2ccc(Cl)cc2Cl)s1
69 | COc1ccc(CCS(=O)(=O)Nc2ccc3c(c2)CN(C(C)=O)CC3)cc1
62 | O=C(/C=C/Sc1ccc(Cl)cc1)c1cccs1
78 | CCC(=O)Nc1ccc(S(=O)(=O)NCC2CCN(C3CCCC3)CC2)c(C)c1
93 | CCN(CC)CCN(C(=O)C1=COCCO1)c1nc2c(OC)ccc(OC)c2s1
75 | OCCN1CCN(CC(O)Cn2c3ccc(I)cc3c3cc(I)ccc32)CC1 (stereo unspecified)
66 | Cc1cc2nnc(SCC(=O)c3ccc4ccccc4c3)n2c2ccccc12
61 | O=C(NC(=S)Nc1ccc(S(=O)(=O)N2CCCCCC2)cc1)c1cccs1
61 | Cc1nnc(NC(=O)CSc2nnc(CNC(=O)c3ccc(S(=O)(=O)N(C)C)cc3)o2)s1
77 | CC(COc1ccccc1Cc1ccccc1)N1CCCCC1 (stereo unspecified)
65 | CCOc1ccc(C(=O)NNC(=O)c2ccc(=O)n(Cc3ccccc3)c2)cc1OCC
61 | O=c1ccc(-c2ccccc2)nn1CCN1CCN(S(=O)(=O)c2ccc3c(c2)OCCO3)CC1
63 | COC(=O)C1=C(C)N=c2s/c(=C\c3ccco3)c(=O)n2C1/C=C/c1ccccc1 (stereo unspecified)
57 | CC1CN(CC(=O)Nc2ccccc2F)CC(C)O1 (stereo unspecified)
53 | COc1cc(NC(=S)NNC(=O)c2ccc([N+](=O)[O-])cc2)c(OC)cc1Cl
99 | O=C(COc1ccccc1)Nc1ccc(-c2ccc3nnc(-c4ccncc4)n3n2)cc1
60 | CCOC(=O)c1sc(NC(=O)c2ccc(Cl)s2)c(SC#N)c1C
59 | NC(=O)c1oc2ccccc2c1NC(=O)c1ccccc1I
65 | O=C(Cc1csc(Nc2ccc(OC(F)(F)F)cc2)n1)NCC1CCCO1 (stereo unspecified)
64 | Cc1onc(-c2ccccc2)c1C(=O)NC1C(=O)N2C1SC(C)(C)C2C(=O)O (stereo unspecified)
59 | O=C(NC(=S)N1CCc2ccccc21)c1ccc(Br)o1
65 | CSC1=C(C#N)C(O)(c2cccs2)N=C(C(F)(F)F)N1 (stereo unspecified)
95 | CC(=O)Nc1ccc2nc(NC(=O)CCSc3ccc(Cl)cc3)sc2c1
63 | O=c1[nH]c(=S)[nH]c2c1CCC2
51 | O=C(NCCS(=O)(=O)N1CCc2ccccc2C1)c1c(F)cccc1Cl
64 | Cc1nc(C)c(C(=O)C2=C(O)C(=O)N(CCN(C)C)C2c2ccco2)s1 (stereo unspecified)
69 | c1ccc(-c2cc3c(N4CCc5ccccc54)ncnc3s2)cc1
69 | O=C(/C=C/c1ccc2nccnc2c1)c1cccs1
58 | O=C(NCc1nnc(SCc2ccccc2Cl)o1)c1ccccc1
50 | O=C(NCCOC(=O)c1ccccc1Cl)c1ccccc1Cl
60 | CCOc1ccc(OCCNC(=O)c2ccc([N+](=O)[O-])cc2Cl)cc1
63 | Cc1ccc(-c2nnc(NC(=O)C3CCCN(S(C)(=O)=O)C3)o2)cc1C (stereo unspecified)

5 compounds already listed, arranged by count of non-hydrogen atoms, smallest number first.
RMI-FANCM inh | canonical_smiles
62 | O=C(/C=C/Sc1ccc(Cl)cc1)c1cccs1
59 | O=C(NC(=O)c1ccccc1)NC(F)(F)C(F)(F)C(F)(F)F
69 | c1ccc(-c2cc3c(N4CCc5ccccc54)ncnc3s2)cc1
65 | O=C(Cc1csc(Nc2ccc(OC(F)(F)F)cc2)n1)NCC1CCCO1 (stereo unspecified)
82 | O=C(CSc1nnc(-c2cccc(Cl)c2)n1-c1ccccc1)c1cccc([N+](=O)[O-])c1
